HT1080 IDH1KD tx: kills HT-1080 cells with IDH1 knockdown; HT-1080 IDH1 knockdown viability, ATP luminescence, 48 h; Potency, µM (highest dose often 46.1 µM), for the others: at the top dose activity, negative = toxicity, actives largely listed as cytotoxic; 2% of 360,000 active;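 note: 0% = DMSO wells and -100% = cell-free medium wells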
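Assay cells: HT-1080 with IDH1 knockdown, 750 per well, RPMI/5% FBS. Exposure: 48 h at 37 °C following 2 h pre-incubation. Read: CellTiter-Glo luminescence; fitted concentration-response, curve class assigned.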
KB-V1 MDR tox: kills drug-selected multidrug resistant KB-V1 cells; Potency, µM (doses to about 46.1 µM), inactives show top-dose activity change, negative = cytotoxicity, actives largely listed as cytotoxic; 3.4% of 400,000 active; AID 1347076; KB-V1 MDR cells viability, CellTiter-Glo, 72 h; note: % is set by controls: 0 for no effect and ±100 for the full control effect; nearly all actives have a fitted effect of over 60% in size
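Cytotoxicity via CellTiter-Glo luminescence after 72 h compound exposure at 37 degrees C. Cells: drug-selected KB-V1 line, DMEM phenol-red free plus 10% FBS. Compounds tested at multiple concentrations; normalized data fitted to concentration-effect curves.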
HT1080-NT tox: kills 2HG-producing HT-1080-NT fibrosarcoma cells; 1.6% of 360,000 active; HT-1080-NT fibrosarcoma viability, CellTiter-Glo ATP luminescence, 48 h; AID 686970; Potency, µM (doses to about 46.1 µM), without a hit: at the highest dose activity, negative = less viability, usual class: cytotoxic;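 note: NT is the 2HG producing partner of a matched IDH1 knockdown line; 0% = DMSO-treated cells and -100% = media-only wells without cells; nearly all actives have a fitted effect of over 55% in size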
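Viability by CellTiter-Glo luminescence after 48 h compound exposure at 37C of HT-1080-NT cells (750/well, RPMI, 5% FBS). % activity scaled between DMSO wells and medium-only wells, then curve-fitted and categorized by curve class.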
GLP-1R inv ag: acts as inverse agonist at human GLP-1 receptor; P43220; HEK293 GLP-1R CRE-luciferase, luminescence, 24 h; GLP-1R form is constitutively active; Potency, µM (highest dose often 38.3 µM), inactives show at the highest dose activity change, negative = inhibition, usual class: inhibitors; 1.6% of 410,000 active; AID 624417; note: % is set by controls: 0 for no effect and ±100 for the full control effect; nearly all actives have a fitted effect of over 55% in size
Target sequence (P43220 whole entry, looked up): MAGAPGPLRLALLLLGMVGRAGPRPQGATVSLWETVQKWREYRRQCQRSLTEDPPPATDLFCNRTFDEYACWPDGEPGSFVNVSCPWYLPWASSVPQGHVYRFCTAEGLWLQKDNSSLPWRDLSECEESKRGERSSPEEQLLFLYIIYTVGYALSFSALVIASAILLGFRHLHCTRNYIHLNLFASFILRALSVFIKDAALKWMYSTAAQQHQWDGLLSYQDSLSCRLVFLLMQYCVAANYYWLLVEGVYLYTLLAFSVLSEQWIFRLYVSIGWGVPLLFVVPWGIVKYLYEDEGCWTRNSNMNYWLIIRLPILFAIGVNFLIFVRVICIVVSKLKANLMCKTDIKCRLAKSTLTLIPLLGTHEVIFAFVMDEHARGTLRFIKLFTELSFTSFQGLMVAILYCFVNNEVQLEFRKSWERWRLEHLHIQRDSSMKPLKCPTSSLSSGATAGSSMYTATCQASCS
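Using stably transfected HEK293 (constitutively active GLP-1R, cAMP-luciferase reporter), compounds were incubated 24 hr and luciferase measured by luminescence.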
HEK293 tox: cytotoxic in the GLP-1 receptor inverse agonist counter-screen; HEK293 cAMP-luciferase reporter cells, luminescence, 24 h; Potency, µM (series often up to 38.3 µM), for inactives: at the top dose activity change, negative = inhibition, actives largely listed as inhibitors; 0.13% of 410,000 active;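 note: loss of luciferase light is scored as toxicity; % is set by controls: 0 for no effect and ±100 for the full control effect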
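Here, cytotoxicity is scored as loss of luminescence. The MLSMR collection was tested on cells seeded in medium containing 10% Nu serum, with a 24 hr compound exposure preceded by 12 hours of culture.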
SW480 rereplic: DNA re-replication induction in SW480 cells | SW480 DNA re-replication, Hoechst DNA content imaging, 48 h | Potency, µM (highest dose often 46.1 µM), inactives show at the top dose re-replication activation, most hits filed as activators | 1.8% of 340,000 active; note: % of control where 0% means no effect; nearly all actives have a fitted effect of over 55% in size
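First, 250 cells per well were seeded. Next, compound or vehicle (23 nL) was pinned in, plates sat 48 hr at 37 C. Finally Hoechst was added for 40 min before fluorescence scanning.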
TDP-43 yeast inh: inhibitors of TDP-43 toxicity in yeast | 1.8% of 410,000 active | TDP-43 expressing yeast growth rescue, BacTiter-Glo, 24 h | AID 652104 | Potency, µM (highest dose often 46.1 µM), for inactives: at the top dose growth rescue (activation), actives largely listed as activators; note: % of control where 0% means no effect; nearly all actives have a fitted effect of over 50% in size
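Cell-based yeast growth screen: TDP-43 expression induced in galactose, inoculum OD600=0.02 after raffinose pregrowth to mid-log. Read-out BacTiter-Glo luminescence at 24 hr, 30 deg C; inhibition of toxicity seen as signal increase.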
KB-3-1 tox: kills parental KB-3-1 adenocarcinoma cells; 1.4% of 400,000 active; Potency, µM (titrated, usually from 46.1 µM), without a hit: at the highest dose activity change, negative = cytotoxic, hits mostly cytotoxic; KB-3-1 viability, CellTiter-Glo ATP luminescence, 72 h; note: % is set by controls: 0 for no effect and ±100 for the full control effect; nearly all actives have a fitted effect of over 60% in size
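Viability of parental KB-3-1 cells, measured by CellTiter-Glo luminescence, followed a 72 h incubation at 37 °C with pinned compounds in phenol-red-free DMEM containing 10% FBS.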
GLP1R ag: activates the human GLP-1 receptor | P43220 | HEK293 GLP-1R CRE-luciferase, luminescence, 4-6 h; cells express a hypersensitive GLP-1R form | Potency, µM (series often up to 45.6 µM), inactives show at the highest dose activation, hits mostly activators | 0.007% of 380,000 active | AID 624172; note: % of control where 0% means no effect
Active calls of the source: *; ? = inconclusive; . = no result given; [ ] = another dose, or the depositor's remark. Calls come from the whole dose curve; as a rule, active = well fitted curve in the direction sought with a large enough effect; inconclusive = small, poorly fitted or top-dose-only effect, or another doubt; inactive = no such curve, though single readings can be large; an effect the other way counts as inactive or inconclusive. Potency is the fitted concentration of half-maximal effect. The order is random, and some 9.4% of all compounds hit somewhere here.

SMILES	HT1080 IDH1KD tx	KB-V1 MDR tox	HT1080-NT tox	GLP-1R inv ag	HEK293 tox	SW480 rereplic	TDP-43 yeast inh	KB-3-1 tox	GLP1R ag
COC(=O)/C=C1\S/C(=N/N=C/c2ccc(Cl)cc2)NC1=O	2%	21%	4%	4%	-9%	4%	-21%	0%	0%
CCCNC(=O)N1CCC(n2nccc2NC(=O)CCOc2ccccc2)CC1	2%	.	0%	9%	10%	2%	-9%	.	2%
CC1(C(=O)NCc2cccs2)Cc2c(-c3cccc(C(F)(F)F)c3)ccnc2O1 (stereo not drawn)	4.6µM*	21µM*	5.8µM*	?	?	.	?	?	5%
CCC/C(C)=C/c1ccc(CC)cn1	5%	18%	12%	-13%	-2%	-3%	3%	0%	1%
O=C(CCC(=O)N1CCN(c2ccc(O)cc2)CC1)c1cccs1	-30%	-16%	6%	?	-27%	0%	18%	12%	1%
CC1CCN(C(=O)c2ccc(N3C(=O)c4ccccc4C3=O)cc2)CC1	17%	18%	25%	5%	-8%	-4%[9.22 µM]	?	6%	-6%
CN(Cc1ccco1)S(=O)(=O)c1ccc2c(c1)CCN2C(=O)CCC(=O)O	9%	-7%	15%	18%	-4%	-52%[inhibitor]	-9%	-1%	3%
CCN(CCn1cccn1)C(=O)c1cc(COc2cc(C)ccc2C)on1	-17%	?	-11%	?	-5%	36%	5%	1%	1%
CSC(=NC#N)N1CCN(C(c2ccccc2)c2ccccc2)CC1	5%	0%	-2%	?	4%	4%	8%	-6%	16%
COCCNC(=O)c1cc2ncc(Br)cn2n1	15%	7%	8%	4%	10%	-3%	-27%	1%	-15%
O=C1CCN(C(=O)Nc2cccc(Cl)c2)N1	0%	24%	-2%	2%	10%	-1%	10%	-1%	-8%
N#Cc1ccc(COc2ccc(CCO)cc2-n2nc3ccccc3n2)cc1	?	-2%	-26%	?	-20%	5%	22%	10%	12%
Cc1cccc(C(=O)Nc2cccc(C(=O)N3CCOCC3)c2)c1	16%	0%	-1%	8%	-2%	-3%	-5%	8%	-3%
CCOc1cc(C2Nc3ccccc3C(=O)N2c2ccccc2)c(Br)cc1OCC(=O)O (stereo not drawn)	-2%	-21%	2%	19%	20%	-5%	27%	6%	12%
CCC1CCCCN1CCCNC(=O)C1CCCN(S(=O)(=O)N2CC(C)CC(C)C2)C1 (stereo not drawn)	12%	?	22%	20%	1%	?	8%	3%	5%
COc1cc(C#N)ccc1OCC(=O)Nc1ccc(C)c(S(=O)(=O)N2CCOCC2)c1	-6%	8.2µM*	-6%	47%[activator]	5%	-13%	9%	-4%	9%
CCOC(=O)Cn1c(=O)n(CC(=O)OCC)c2ccccc21	1%	3%	3%	1%	-7%	-6%	12%	5%	1%
CCN(C(=O)CN1CCCCC1C)c1c(N)n(Cc2ccccc2)c(=O)[nH]c1=O (stereo not drawn)	4%	?	7%	17%	2%	-19%	6%	7%	4%
Brc1ccc(-c2nc3ncccn3c2Nc2ccc3c(c2)OCCO3)o1	0%	4%	4%	-29%	4%	-7%	12%	28%	0%
O=C(O)C1CC=CCC1C(=O)Nc1ccccc1 (stereo not drawn)	-2%	-6%	-1%	56%	13%	-4%	4%	2%	-3%
N#Cc1cnn2c(-c3cccc([N+](=O)[O-])c3)ccnc12	17%	11%	-10%	33%[activator]	-21%	-4%	?	17%	-2%
CCN(CC)C(=O)CSc1nnc(-c2ccccc2)o1	13%	-7%	3%	16%	-11%	?	-3%	0%	-5%
CCN(CC)CCCNC(=O)Cn1nc(-c2ccccc2)ccc1=O	-2%	-3%	17%	-5%	3%	-6%	-7%	6%	-20%
CN(CC(=O)Nc1ccccc1N1CCOCC1)S(=O)(=O)c1ccc(F)cc1	3%	0%	2%	-20%	-16%	26%[9.22 µM]	14%	0%	0%
COc1ccccc1C(=O)CN1C(=O)NC2(CCCCCC2)C1=O	0%	-6%	3%	-10%	-2%	13%	-12%	-5%	15%
The listing continues:
SMILES	HT1080 IDH1KD tx	KB-V1 MDR tox	HT1080-NT tox	GLP-1R inv ag	HEK293 tox	SW480 rereplic	TDP-43 yeast inh	KB-3-1 tox	GLP1R ag
O=C1CCNc2c(Cl)cc(Cl)cc21	11%	13%	8%	24%	35%[activator]	-2%	18%	7%	9%
COc1ccc(-c2nnc(SCC3CCCO3)n2C)cc1 (stereo not drawn)	-8%	-14%	22%	-21%[7.66 µM]	-15%[7.66 µM]	-2%	1%	-2%	-3%
COc1ccc(S(=O)(=O)N2CCOCC2)cc1NC(=O)Cc1ccc(F)cc1	6%	-17%	4%	15%	-3%	.	-2%	0%	0%
Cc1cccc(NC(=O)C2CCCN(S(=O)(=O)c3c(C)nn(C)c3C)C2)c1 (stereo not drawn)	1%	-9%	0%	25%	5%	-10%	19%	-19%	-5%
COc1ccc([N+](=O)[O-])cc1/C=N/Nc1nn[nH]n1	-3%	-11%	2%	5%	0%	?	-14%	-7%	0%
CC(=O)n1cc([C@H]2C=C(C(=O)NCc3ccccc3)O[C@@H](OCc3ccc(CO)cc3)C2)c2ccccc21	-19%	-17%	-27%	?	-5%	16%	1%	-7%	-3%
CC(=O)Nc1ccc(NC(=O)C2CCN(C(=O)C3CC(=O)N(c4ccc(C)cc4)C3)CC2)cc1 (stereo not drawn)	10%	20%	0%	8%	-3%	-13%	-16%	-2%	10%
CN1OC[C@@H]2CN[C@H](c3cccc(Oc4ccccc4)c3)C[C@@H]21	-1%	16%	0%	16%	15%	.	?	-4%	7%
O=S(=O)(c1ccc(Cl)cc1)c1cnc2ccccc2n1	?	-3%	?	?	?	?	-3%[0.397 µM]	-16%	13%
CCOC(=O)N1CCC(N2C(=O)c3ccccc3C2Nc2ccc(Cl)cn2)CC1 (stereo not drawn)	-4%	-6%	-1%	?	-1%	-8%	?	7%	-7%
O=C1c2cc(F)ccc2-n2c1nc1ccccc1c2=O	?	5.2µM*	?	-26%	?	?	?	6.5µM*	0%
CCN(CC)C(=O)CN(c1cc2c(cc1OC)oc1ccccc12)S(=O)(=O)c1ccc(C)cc1	-6%	-23%	0%	?	2%	7%	7%	-23%	2%
CCOc1ccc(C2c3[nH]c4ccccc4c3C[C@H]3C(=O)N(C4CCN(Cc5ccccc5)CC4)CC(=O)N23)cc1OC (stereo partly drawn)	?	5%	?	?	17%	?	7%	0%	3%
C=CCOC(=O)/C(=C/c1cccnc1)NC(=O)c1ccccc1	17%	-2%	0%	10%	2%	24%	11%	1%	-6%
CC(=O)c1ccc(NC(=O)CN2C(=O)/C(=C/C=C/c3ccccc3)SC2=S)cc1	-22%	2%	-24%	25%	-15%	-8%	15%	12%	-18%
CS(=O)(=O)c1cccc(C(=O)N(CCc2ccccc2)Cc2cccs2)c1	-2%	-8%	6%	-18%	-4%	4%	-28%	0%	20%
O=C(CCNC(=O)c1ccc(Cl)cc1)NCc1cccc(C(F)(F)F)c1	-2%	-18%	-9%	?	4%	?	-12%	-2%	21%
COC(=O)Cc1ccc(Oc2ncc(C(F)(F)F)cc2Cl)cc1	28%	29%	?	-26%	-11%	1%	-13%[0.397 µM]	0%	23%
Cn1nc(-c2ccccc2)c(CO)c1Oc1cccc(C(F)(F)F)c1	2%	-31%	-2%	?	-11%	-1%	11µM*	-17%	9%
CCOC(=O)c1ccccc1NC(=O)COc1coc(CN2CCc3ccccc32)cc1=O	-3%	?	-1%	?	8%	-6%	28%	-1%	11%
O=C1OC(c2cccc3c(F)cccc23)c2ccccc21 (stereo not drawn)	-1%	-18%	3%	?	13%	.	20µM*	-3%	13%
CCn1nnnc1NC(=O)c1cc(OC)c(OC)c(OC)c1	13%	-7%	17%	9%	-1%	2%	-10%	26%	1%
COCCOC(=O)c1c(C)n(C)c2ccc(OC(=O)c3c(OC)cccc3OC)cc12	-10%	-21%	-20%	8%	6%	-4%	-8%	-1%	18%
COc1ccc(OC)c(Nc2cc(C)c3ccccc3n2)c1	?	0%	?	?	5%	28%	0%	-29%	16%
COc1ccc(C(CC(=O)N2CCCCC2)NC(=O)C(F)(F)F)cc1 (stereo not drawn)	18%	-11%	22%	-3%	-1%	-3%	-7%	-2%	0%
COc1ccc(NC(=O)C2CCC(CNS(=O)(=O)c3cccs3)CC2)cc1 (stereo not drawn)	-12%	1%	?	-16%	14%	-12%	-6%	17%	8%
Cc1cccc(N(CC(=O)N/N=C/c2ccccc2C(=O)O)S(C)(=O)=O)c1C	11%	-2%	5%	0%	4%	-11%	7%	7%	-5%
O=C(c1cc(F)ccc1F)C1CCCN(C(=O)c2ccco2)C1 (stereo not drawn)	-5%	?	6%	-3%	2%	-24%	?	19%	6%
Brc1ccc(/C=N/Nc2ccccc2)cc1	?	-7%	?	4.5µM*	0%	?	-37%	?	1%

Single records (already shown). Screens in order: HT1080 IDH1KD tx, KB-V1 MDR tox, HT1080-NT tox, GLP-1R inv ag, HEK293 tox, SW480 rereplic, TDP-43 yeast inh, KB-3-1 tox, GLP1R ag
Cc1cccc(NC(=O)C2CCCN(S(=O)(=O)c3c(C)nn(C)c3C)C2)c1 (stereo not drawn) is entered as 1%, -9%, 0%, 25%, 5%, -10%, 19%, -19%, -5%
CC(=O)c1ccc(NC(=O)CN2C(=O)/C(=C/C=C/c3ccccc3)SC2=S)cc1 is entered as -22%, 2%, -24%, 25%, -15%, -8%, 15%, 12%, -18%

Arranged by the number under GLP1R ag (low to high): four from the list above.
Structure	GLP-1R inv ag	GLP1R ag
O=C1CCN(C(=O)Nc2cccc(Cl)c2)N1	2%	-8%
CN(CC(=O)Nc1ccccc1N1CCOCC1)S(=O)(=O)c1ccc(F)cc1	-20%	0%
CCC1CCCCN1CCCNC(=O)C1CCCN(S(=O)(=O)N2CC(C)CC(C)C2)C1 (stereo not drawn)	20%	5%
COC(=O)Cc1ccc(Oc2ncc(C(F)(F)F)cc2Cl)cc1	-26%	23%
